# High-throughput results as filed in PubChem BioAssay.
# GalR3 antag – GalR3 antagonists in HEK293 cells, primary screen, cell-based, fluorescence readout; HEK293 GalR3-CNG cAMP membrane potential fluorescence; galR3 body fused to GalR1 C-terminus; Galanin receptor type 3 (Homo sapiens), O60755; AID 651719, 2012; inhibition, % at 3 µM; 360,000 compounds, 0.44% hits;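 active = inhibition above the screen-wide average plus 3 SD, cut at about 13% in these data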;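 also: forskolin and galanin both at EC90 stimulate the cells; cAMP rise reported by CNG channel membrane potential dye signal; 0% = forskolin plus galanin with DMSO and 100% = forskolin alone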
# Target sequence (O60755 1-299 limits assumed): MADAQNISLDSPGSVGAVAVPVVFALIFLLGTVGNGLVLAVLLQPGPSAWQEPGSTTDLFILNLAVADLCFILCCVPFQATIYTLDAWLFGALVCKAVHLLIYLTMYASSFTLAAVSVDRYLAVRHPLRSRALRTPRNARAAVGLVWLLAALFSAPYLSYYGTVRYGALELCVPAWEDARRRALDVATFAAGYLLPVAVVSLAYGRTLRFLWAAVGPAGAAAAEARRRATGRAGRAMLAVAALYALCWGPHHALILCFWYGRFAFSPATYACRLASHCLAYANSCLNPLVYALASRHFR
# An asterisk follows results filed as active. Some of the compounds tested; the hit share may differ from the screen's.
SMILES,GalR3 antag
CCC(C(=O)NC1CCCC1)n1c(-c2ccnc3ccccc23)nc2ccccc21 (stereo unspecified),-8
C[C@@H]1CN([C@@H](C)CO)C(=O)c2cc(NS(C)(=O)=O)ccc2O[C@@H](C)CCCCO[C@H]1CN(C)Cc1ccc2c(c1)OCO2,2
C[C@H]1COc2cc(NCCO)ccc2S(=O)(=O)N1,-3
CCc1ccc(NC(=O)CN2CCN(c3ccc(OC)cc3)CC2)cc1,-9
Cc1ccc(CN2C(=O)COc3cc(NS(C)(=O)=O)ccc32)cc1,-9
Cc1ccc(Cc2c(-c3cccc(Br)c3)nc3ccc(Cl)cn23)cc1,-8
COc1cccc(C(=O)N[C@H](C(=O)N2CCC[C@H]2C(=O)NC2CCCC2)C2CCCCC2)c1,-7
Cc1ccccc1S(=O)(=O)N1C[C@H]2[C@H]3C(=O)N(C4CCCCC4)C(=O)[C@H]3CC(=O)[C@H]2[C@@H]1c1ccc(Cl)cc1,-4
Fc1ccc(-c2nc3ccc(Cl)cn3c2Cc2ccccc2C(F)(F)F)cc1,-7
OC(c1ccccc1)(c1nc(-c2cc(F)cc(F)c2)cs1)C(F)(F)F (stereo unspecified),-5
CC1(Cc2ccccc2OC(F)(F)F)C(=O)Nc2c(Cl)ccc(Cl)c21 (stereo unspecified),-6
CC(C)(C)OC(=O)N1C(=O)[C@](OC(=O)c2ccccc2)(c2ccccc2)c2cccc(F)c21,-9
CC(C)(C)OC(=O)[C@H](Cc1ccccc1)NC(=O)c1[nH]cnc1C(=O)Nc1ccccc1F,-6
O=C1c2cccc3cccc(c23)C(c2nc3ccccc3[nH]2)N1C1CC1 (stereo unspecified),-6
CCOC(=O)[C@]12CCCC=C1N(Cc1ccc(Cl)cc1Cl)C(=O)[C@H](CC(=O)N1CCC(c3ccccc3)CC1)C2,-3
Cc1ccc(CN2CCC[C@]3(N[C@H](c4ccc(C)cc4)[C@@H]4C(=O)N(C)C(=O)[C@@H]43)C2=O)cc1,-6
CCOC(=O)C1=CCN(S(=O)(=O)c2cccc(Cl)c2)C1c1ccc(Cl)c(Cl)c1 (stereo unspecified),-3
CC(C)Cn1cnc2c(SCc3ccc(Cl)cc3)nc(N)nc21,0
COc1ccc(OCCN2CCC(C(=O)NC(c3ccc(OC)cc3)c3ccccn3)CC2)cc1 (stereo unspecified),-7
COc1ccc(CC(N)c2csc(NC(=O)CCc3ccccc3)n2)cc1 (stereo unspecified),-1
COc1cc(/C=C/C(=O)OCC(=O)N2CCN(S(=O)(=O)c3ccc(C)cc3C)CC2)cc(Cl)c1OC,-2
Cc1sc2nc(-c3ccccc3F)oc(=O)c2c1C,-7
Cc1ccc(-c2nc3c4ccccc4ccn3c2Cc2ccccc2C(F)(F)F)cc1,-5
COC(=O)CN1C(=O)COc2ccc(S(=O)(=O)N3CCCCC3)cc21,-1
COc1cc(CN2C[C@@H](CO)O[C@@H](n3cnc4c(N5CCN(c6ccccc6)CC5)ncnc43)C2)cc(OC)c1OC,-5

# Continuation:
SMILES,GalR3 antag
CCOC(=O)Nc1ccc2c(CN3CCN(S(=O)(=O)c4ccccc4F)CC3)cc(=O)oc2c1,0
CC(O)(c1cccnc1)c1nc(-c2cccc(C(F)(F)F)c2)cs1 (stereo unspecified),-1
C#CCOCCOCCOCCNc1nc(N2CCN(C(=O)[C@H]([C@@H](C)CC)n3cc(CCC(=O)O)nn3)CC2)nc(N2CCN(C(=O)[C@H](CCCCN)n3cc(CC(C)O)nn3)CC2)n1 (stereo partly specified),2
CCC(C(=O)NC(C)(C)C)n1c(-c2ccccc2)nc2ccccc21 (stereo unspecified),-5
CCN(CC)c1ncnc2c1ncn2[C@H]1CN(Cc2ccccc2)C[C@@H](COC(C)=O)O1,-8
CCOc1ccc(NC(=O)CN(C)C(=O)c2cc3c(s2)CCC3)cc1OCC,-3
C[C@]12c3[nH]c4cc(-c5ccco5)ccc4c3CCN1C(=O)[C@@H](CC(=O)NCc1cccc(C(F)(F)F)c1)C[C@@H]2C(=O)N1CCCCC1,-3
CC(=O)Nc1ccc(-c2ccnc3c2CC(C)(C(=O)NCCC(F)(F)F)O3)cc1 (stereo unspecified),-1
CN(C)CCCN1c2ccc(O)cc2Sc2ccc(Cl)cc21,-4
CCNC(=S)Nc1ccc2c(c1)c(=O)n(C)n2Cc1ccc(Cl)cc1,-1
CC(=O)N1CCOC12CCN(Cc1ccccc1)CC2,-3
C=CCc1ccccc1Oc1cc(OC)nc(N)n1,-6
COCc1cccc(-c2csc(C(NC(C)=O)c3ccc(F)c(F)c3)n2)c1 (stereo unspecified),5
Cc1cc(=O)oc2c(C)cc(C(C)(C)C)cc12,-5
C#Cc1ccc(NC(=O)C2(C)CCN2C(=O)C2(c3ccccc3)CC2)cc1 (stereo unspecified),-7
COc1ccc(NC(=O)C2Cc3c(-c4cccc(C(C)=O)c4)ccnc3O2)cc1OC (stereo unspecified),61*
CCC(=O)N(c1nnc(SC(C)C(=O)Nc2ccc(N3CCOCC3)cc2)s1)C1CC1 (stereo unspecified),-3
Cc1cc(Cl)ccc1OC(C)C(=O)Nc1cccc(S(=O)(=O)N2CCOCC2)c1 (stereo unspecified),-7
CC(=O)c1cc2c(cc1C)CCCC2(C)C,-6
CC(C)c1nc(SCC(=O)N2CCCCC2)c2c(=O)n(C)c(=O)n(C)c2n1,-6
CCCCOCC1CN(CCCC)S(=O)(=O)c2c(Oc3ccc(SC)c(C)c3)cccc2O1 (stereo unspecified),-4
CC(C)NC(=O)C1(C)CN(S(C)(=O)=O)CC(=O)N1CCCn1ccnc1 (stereo unspecified),-6
COc1ccc2c(c1)[C@@H](NC(=O)C(F)(F)F)[C@@H]1CCCC[C@]21c1ccccc1,-7
CN[C@@H](C)C(=O)NC[C@H]1O[C@@H](n2cnc3c(=O)[nH]c(N)nc32)[C@H](O)[C@@H]1O,-5
COc1ccccc1C(O)c1ncc(-c2ccccc2C)[nH]1 (stereo unspecified),-2

# 5 compounds out of the list above, ordered by the number in GalR3 antag, rising.
SMILES,GalR3 antag
CCN(CC)c1ncnc2c1ncn2[C@H]1CN(Cc2ccccc2)C[C@@H](COC(C)=O)O1,-8
CCC(C(=O)NC(C)(C)C)n1c(-c2ccccc2)nc2ccccc21 (stereo unspecified),-5
CN(C)CCCN1c2ccc(O)cc2Sc2ccc(Cl)cc21,-4
COc1ccccc1C(O)c1ncc(-c2ccccc2C)[nH]1 (stereo unspecified),-2
CCNC(=S)Nc1ccc2c(c1)c(=O)n(C)n2Cc1ccc(Cl)cc1,-1

# (continued)
SMILES,GalR3 antag
OC[C@H]1O[C@@](CO)(O[C@H]2O[C@H](CO)[C@@H](O)[C@H](O)[C@H]2O)[C@@H](O[C@H]2O[C@H](CO)[C@@H](O)[C@H](O)[C@H]2O)[C@@H]1O,-5
CC1=C(C(=O)N(C)C)CC(CC(=O)NC2CCCCC2)C(=O)N1CCCN1CCCC1=O (stereo unspecified),-1
CN(C(=O)c1cccc(NC(=O)Cc2ccc(NC(=O)C3CCN(C(=O)C4CCCC4)CC3)cc2)c1)C1CCCCC1,-2
CCOc1ccc(NC(=O)CN(C)C2=NS(=O)(=O)c3ccccc32)cc1,-7
Cc1ccc(S(=O)(=O)N2CC(CBr)=CCC2c2ccccc2)cc1 (stereo unspecified),-7
Cc1ccc([C@@H]2CC(=O)[C@@H]3CN(S(=O)(=O)c4ccc(C)cc4)[C@H](c4cccc(Cl)c4)C[C@@H]3N2S(=O)(=O)c2ccc(Cl)cc2)cc1,4
COc1ccc(OCC(=O)N2CCCC(Nc3ccc(C)c(C)c3)C2)cc1 (stereo unspecified),-5
COc1cccc(C(C)(O)c2nc(-c3ccc(F)c(Cl)c3)cs2)c1 (stereo unspecified),-6
O=C1Nc2cnc(Cl)nc2Nc2ccccc21,-5
C[C@@H]1C(c2ccccc2)=NN(c2ccccc2)[C@H]1C(=O)N1CCOC1=O,0
Cc1ccsc1C(=O)N(C)CC(=O)Nc1ccccc1Br,-2
Cc1ccc(S(=O)(=O)N2CCCN(C(=O)c3ccc(-n4nccc4C)cc3)CC2)cc1,4
O=c1[nH]cc(Cc2ccccc2)c(=O)[nH]1,-4
C[C@@H]1CN([C@H](C)CO)C(=O)CCCn2nncc2CO[C@H]1CN(C)S(=O)(=O)c1ccc(F)cc1,-3
Cc1ccc(S(=O)(=O)N2C[C@H]3[C@H]4C(=O)N(c5ccccc5)C(=O)[C@H]4CC(=O)[C@H]3[C@@H]2c2ccccc2F)cc1,-3
CC1(C)CN(Cc2ccccc2)C(=O)[C@H]1CC(=O)Nc1ccc(Br)cc1,-1
CCOCCC(=O)Nc1ncc(S(=O)(=O)c2ccc([N+](=O)[O-])cc2)s1,-4
CC(C)=CCC[C@H](C)CC1Cc2[nH]c(=S)[nH]c(=O)c2C(c2ccc(Cl)cc2)O1 (stereo partly specified),-2
O=C(NCc1ccccc1)[C@H]1CCCN1C(=O)[C@H]1CCCN1C(=O)c1ccc(F)c(F)c1,-4
CC(C)(C)C(=O)NCc1ccc(C(=O)CSc2nnc(-c3ccncc3)n2C2CC2)s1,-3
CCCCCCN1C[C@@H](O)[C@H](n2cc(C3CC3)nn2)C[C@@H]1c1ccc(Cl)cc1,-2
CCN(CC(=O)Nc1cc(Cl)ccc1C)C(=O)CSCc1ccccc1,-6
Cc1ccc(S(=O)(=O)N(CCC(=O)NCc2ccc(S(N)(=O)=O)cc2)c2ccccc2)cc1,-4
Clc1ccc2nc3ccccc3cc2c1,-5
Cc1cc(NC(=O)COc2ccc3c(C)c(C)c(=O)oc3c2)no1,-6

# The last 4 records of the section above open the next one.
SMILES,GalR3 antag
CCN(CC(=O)Nc1cc(Cl)ccc1C)C(=O)CSCc1ccccc1,-6
Cc1ccc(S(=O)(=O)N(CCC(=O)NCc2ccc(S(N)(=O)=O)cc2)c2ccccc2)cc1,-4
Clc1ccc2nc3ccccc3cc2c1,-5
Cc1cc(NC(=O)COc2ccc3c(C)c(C)c(=O)oc3c2)no1,-6
CC1(C)CC[C@]2(C(=O)n3ccnc3)CC[C@]3(C)[C@H](C(=O)C=C4[C@@]5(C)C=C(C#N)C(=O)C(C)(C)[C@@H]5CC[C@]43C)[C@@H]2C1,-3
CCCS(=O)(=O)NC(=O)C1(C)CCN(C(=O)c2cc(F)ccc2C)C1 (stereo unspecified),-5
COC(=O)[C@]12C[C@H](CC(=O)NCc3ccccc3)C(=O)N(Cc3ccc4c(c3)OCO4)C1=C[C@H](COCc1ccccc1)O[C@@H]2C,-6
Cc1noc(C)c1NC(=O)N(C)C[C@@H]1Oc2ncc(Br)cc2C(=O)N([C@H](C)CO)C[C@@H]1C,-6
O=C(CS(=O)(=O)Cc1ccccc1)c1ccccc1,-3
CCOc1ccccc1N1CC(C(=O)Nc2cc(S(=O)(=O)N3CCOCC3)ccc2OC(C)C)CC1=O (stereo unspecified),-3
CC(C)C[C@@H](COCc1ccc(Cl)cc1)N1CCN(C(=O)c2ccc(Cl)cc2Cl)CCC1=O,-9
CC1(C(=O)NS(=O)(=O)c2cccc(Cl)c2)CCN1C(=O)Cc1ccc(-c2ccccc2)cc1 (stereo unspecified),-7
Cc1cccc(-c2ccc3[nH]c4c(c3c2)CCN2C[C@@H]([C@H](C)OC(=O)Nc3ccccc3C)[C@@H](N(C)C(=O)Nc3ccccc3C)C[C@@H]42)c1,-5
Cc1ccc(NC(=O)CN2CCN(S(=O)(=O)c3ccc4c(c3)OCCO4)CC2)c(C)c1,-4
COc1ccc(CC(N)c2csc(Nc3cc(Oc4ccccc4)ncn3)n2)cc1 (stereo unspecified),-8
O=c1[nH]c2ccccc2n1C1CCN(CCOc2ccccc2)CC1,-3
CC(=O)NC(c1ccc(F)c(F)c1)c1nc(-c2cccc(F)c2)cs1 (stereo unspecified),-6
CC1CCc2[nH]c3ccc(C(=O)N(C)CC(=O)Nc4ccccc4Cl)cc3c2C1 (stereo unspecified),-1
O=CNc1cc(-c2ccc(C(=O)NC3CC3)cc2)cn2c(-c3ccc(F)cc3)cnc12,-5
CC(C)NC(=O)C1(C)CSCC(=O)N1Cc1cccc(F)c1 (stereo unspecified),-4
CC1(Cc2cccc(F)c2)C(=O)Nc2ccc(-c3cccnc3)cc21 (stereo unspecified),-6
CCOC(=O)C1=CCC(c2ccc(F)cc2)N(S(=O)(=O)c2ccc(C)cc2)C1 (stereo unspecified),-9
CCC1CN2CCc3cc(OC)c(OC)cc3C2CC1CC1c2cc(OC)c(OC)cc2CCN1C(=O)C(Cc1c[nH]c2ccccc12)NC(=O)OC(C)(C)C (stereo unspecified),-2
C[N+](=O)C1C(=O)Nc2ccccc21 (stereo unspecified),-7
CC1CCC(=NO)C(=NO)C1 (stereo unspecified),-5
COC(=O)[C@]12C[C@H](CC(=O)N3CCC(c4ccccc4)CC3)C(=O)N(Cc3ccccc3)C1=C[C@H](C(C)C)O[C@@H]2C1CC1,-5
CC(=O)O[C@@H]1C=C[C@@H](C#Cc2ccc(C(C)(C)C)cc2)O[C@@H]1COC(=O)NC(C)C,-6
COc1ccc(CC(=O)Nc2nc(OCC(F)(F)F)cnc2-c2ccc(Cl)cc2Cl)cc1,-4
Cc1cc(C)c(CN2CCN(C(=O)Cn3cnc4c(NCc5ccccc5)ncnc43)CC2)c(C)c1,105*
CC(C)(C)NC1=NCCNC(c2ccccc2)=C1,-4
CCC(C(=O)NC(C)(C)C)n1c(-c2ccc3c(c2)OCO3)nc2ccccc21 (stereo unspecified),-3
Cc1noc(C)c1NC(=O)N(C)C[C@@H]1Oc2cc(Br)ccc2S(=O)(=O)N([C@H](C)CO)C[C@@H]1C,-7
O=C(Nc1cccc(OC(F)(F)F)c1)C1Cc2c(-c3cccc(F)c3)ccnc2O1 (stereo unspecified),-5
Cc1ccc(S(=O)(=O)N2C[C@H]3n4c(=O)ccc(=O)n4C[C@H](OC(=O)NCC4CCCCC4)[C@@]3(O)C2)cc1,-8
